FLuc act counter = affects firefly luciferase, flagging false hits in luciferase stimulation screens | 200,000 tested, under 10 active | ATPlite luciferase biochemical, luminescence, 10 min; 0 = ATP-free wells, 1 = DMSO control | activation factor at 10 µM;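 active = luciferase activation factor, scaled between plate controls, of at least 2 with compound at 10 µM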
Target sequence (P08659 whole entry, looked up): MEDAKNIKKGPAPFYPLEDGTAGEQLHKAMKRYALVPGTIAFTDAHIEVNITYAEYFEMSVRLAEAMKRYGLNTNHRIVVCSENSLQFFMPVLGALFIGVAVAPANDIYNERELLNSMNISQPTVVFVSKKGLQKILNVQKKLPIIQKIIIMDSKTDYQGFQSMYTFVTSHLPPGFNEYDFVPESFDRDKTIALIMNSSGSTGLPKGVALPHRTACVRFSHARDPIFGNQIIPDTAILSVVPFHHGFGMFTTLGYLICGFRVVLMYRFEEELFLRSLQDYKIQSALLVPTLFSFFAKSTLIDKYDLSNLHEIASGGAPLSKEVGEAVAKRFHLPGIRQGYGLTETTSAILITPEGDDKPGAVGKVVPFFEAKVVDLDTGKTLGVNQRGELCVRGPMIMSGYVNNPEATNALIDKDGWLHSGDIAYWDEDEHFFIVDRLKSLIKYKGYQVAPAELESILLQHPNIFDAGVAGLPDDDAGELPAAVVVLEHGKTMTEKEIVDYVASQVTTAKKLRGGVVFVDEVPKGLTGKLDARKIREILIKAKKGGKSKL
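test system = cell-free luciferase reagent | medium = PBS as buffer for the ATP substrate | dosing = test compounds dosed from 2 mM stocks in 100% DMSO | incubation = 10 min at ambient temperature | detection = luminescence measurement of luciferase light output | benchmarks = low control with PBS replacing ATP, high control enzyme plus ATP without compound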
APP 5'UTR act = activates APP 5'UTR luciferase reporter; AID 1276; activation, % at 2 µM; SH-SY5Y APP 5'UTR luciferase reporter, luminescence; zero percent = DMSO vehicle wells; 190,000 tested, 1% active;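 active = activation above a set limit, based on mean plus 3 SD of controls, cut at about 140% in these data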; also: values of inactives mirror those of a sister screen read the other way
ROMK mod = modulators of human ROMK potassium channel; P48048; Tet-inducible ROMK, thallium flux fluorescence; actives lie on both sides; B-score at 10 µM; 130,000 tested, 2% active; AID 1918;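 active = signal ratio slope over the read window, or its plate-corrected B-score, at least 3 SD from the plate mean, either direction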;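 also: B-score of the F/F0 ratio slope over 7 to 12 s after thallium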
Target sequence (P48048 whole entry, looked up): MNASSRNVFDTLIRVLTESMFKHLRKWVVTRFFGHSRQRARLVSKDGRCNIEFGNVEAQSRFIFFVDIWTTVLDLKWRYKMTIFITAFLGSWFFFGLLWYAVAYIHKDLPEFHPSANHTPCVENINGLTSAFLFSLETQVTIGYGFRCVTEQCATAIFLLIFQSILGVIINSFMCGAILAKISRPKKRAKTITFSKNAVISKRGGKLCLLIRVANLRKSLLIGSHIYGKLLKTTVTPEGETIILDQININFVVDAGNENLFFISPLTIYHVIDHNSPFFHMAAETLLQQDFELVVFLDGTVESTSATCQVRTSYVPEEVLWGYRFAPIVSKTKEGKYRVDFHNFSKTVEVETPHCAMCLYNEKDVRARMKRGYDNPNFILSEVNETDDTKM
STAT1 blocker = inhibitors of IFN-gamma induced STAT1 signaling | NIH 3T3 STAT1-luciferase reporter, luminescence | inhibition, % at 5.5 µM | 200,000 tested, 0.35% active | AID 920;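 active = inhibition above a set limit, the mean inhibition across all tested compounds plus 3 SD, cut at about 34% in these data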;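 also: 0% = IFN-gamma with DMSO and 100% = IFN-gamma with 300 µM nifuroxazide; values of inactives mirror those of a sister screen read the other way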
FLuc inh counter = Photinus pyralis luciferase inhibition counter-screen. P08659. ATPLite firefly luciferase biochemical luminescence, 10 min. inhibition, % at 10 µM. 200,000 tested, 1.5% active;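 active = inhibition above about 50% when tested at 10 µM, limit read from the data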
STAT1 act = activators of IFN-gamma induced STAT1 signaling; NIH 3T3 STAT1-luciferase reporter, luminescence; 100% = IFN-gamma alone, no compound; activation (% of control), % at 5.5 µM; 200,000 tested, 2.6% active;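 active = activation above the screen-wide mean activation plus 3 SD, cut at about 130% in these data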;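 also: raw ratio to IFN-gamma control signal so 100% means no change and 0% no light; values of inactives mirror those of a sister screen read the other way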
APP 5UTR inh = APP translation inhibition. SH-SY5Y APP 5'UTR-luciferase reporter, luminescence. inhibition, % at 2 µM. 190,000 tested, 0.82% active;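 active = inhibition above a set limit, derived from the sample mean plus 3 SD, cut at about 45% in these data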; also: values of inactives mirror those of a sister screen read the other way
STAT3 inh = STAT3 signaling inhibition. U3A cells, IL-6 STAT3-luciferase reporter, luminescence; host cell line lacks STAT1. inhibition, % at 5.5 µM. 190,000 tested, 0.89% active. AID 862;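 active = inhibition above the mean inhibition across all screened compounds plus 3 SD, cut at about 44% in these data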;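 also: 0% = DMSO only wells and 100% = 100 µM nifuroxazide control wells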
STAT3 act = activators of IL-6 induced STAT3 signaling; AID 871; 190,000 tested, 0.91% active; U3A cells, IL-6 STAT3-luciferase reporter, luminescence; 100% = signal with IL-6 EC80 alone; activation (% of control), % at 5.6 µM;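 active = activation above the screen-wide mean of compound activation plus 3 SD, cut at about 130% in these data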;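 also: 0% = background luminescence of wells with medium and substrate only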
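Material: human STAT1-deficient U3A cells with stable STAT3-luciferase reporter / Probe or stimulus: IL-6 stimulus at 33 ng/mL final / Schedule: 1 h compound pre-exposure, 6 h IL-6 stimulation, 37 °C / Technique: luminescence / Read-out basis: percent of IL-6-only median luminescence / Control set: IL-6-only high control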
NF-kB neuron act = compounds increasing NF-kB expression in human neuronal cells; NF-kB reporter expression; active compounds read high; fold change at 12.5 µM; 190,000 tested, 1.6% active; in the data active = fold change above about 3.3
Starred values were filed as active, the others as inactive; nt = no result given.

SMILES	FLuc act counter	APP 5'UTR act	ROMK mod	STAT1 blocker	FLuc inh counter	STAT1 act	APP 5UTR inh	STAT3 inh	STAT3 act	NF-kB neuron act
Cc1ccc(NC(=O)CCNS(=O)(=O)c2cc(Br)cnc2N)c(Cl)c1	1.1	-16	-0.8	-5	-7	105	16	12	93	1.1
Cc1noc(C)c1COC(=O)CCN1c2ccccc2Sc2ccccc21	1	19	-1.4	2	-5	98	-19	16	94	0.81
Cn1c(=O)cc(SCC(=O)NCc2ccc(F)cc2)c2ccccc21	1	10	nt	1	-2	97	-10	21	86	1.1
O=C(Nc1nccs1)c1cc(-c2ccco2)nc2ccccc12	1	-9	0.15	-5	1	104	9	-24	122	0.74
CCCOc1ccc(C2C(=O)N(C3CCCCCC3)CC(=O)N2Cc2ccco2)cc1OC (configuration not stated)	1.1	-25	0.031	-3	-6	103	25	-3	108	0.6
O=C(NC1CCCC1)c1ccc(CS(=O)(=O)c2cccc(C(F)(F)F)c2)o1	1	6	nt	-7	-4	107	-6	9	101	1
O=C(COc1ccc(S(=O)(=O)N2CCCCC2)cc1)NC1CCCCC1	1.1	-7	nt	3	-8	97	7	2	102	0.94
CC(C)OC(=O)c1cc2c(=O)[nH]c(C(Cl)(Cl)Cl)nc2o1	1	-3	-0.27	-1	1	99	3	3	105	0.97
CC(C)CN1C(=O)c2ccc(C(=O)Nc3ccccn3)cc2C1=O	0.7	-2	1	-10	31	109	2	5	100	2.7
Cc1ncsc1CCOC(=O)c1ccccc1	0.9	33	-0.17	-28	10	124	-33	12	91	1.6
O=S(=O)(/C=C/c1ccccc1)N1CCN(c2nc(-c3ccccc3)nc3ccccc23)CC1	1	6	-0.1	3	-3	97	-6	-12	110	1.2
Nn1cnc2c(c1=O)C1(CCCCC1)Cc1ccccc1-2	1	14	-2.1	3	-4	97	-14	4	100	1.3
CCc1ccc(NC(=O)COn2nnc3ccc(S(=O)(=O)N(C)C)cc32)cc1	1	nt	-2.4	5	-4	96	nt	9	91	0.94
O=S(=O)(Nc1nc2ccc(S(=O)(=O)N3CCCC3)cc2s1)c1ccc(F)cc1	1	8	0.93	6	2	94	-8	12	92	0.88
CC(C)(C)c1cnnn1-c1ccc(C=O)cc1	1.1	18	-0.74	-1	-9	103	-18	-1	104	1.2
Cc1ccc2c(c1)c(-c1ccccc1)nc1nnnn12	1.1	1	-0.2	0	-7	100	-1	1	104	1.2
CCOC(=O)N1CCC(NC(=O)CCc2nc(-c3ccccc3F)no2)CC1	1	9	nt	-4	0	104	-9	2	100	1.2
Cc1[nH]c2ccc(F)cc2c1CCN(Cc1ccco1)C(=S)NC(C)(C)C	1	5	-1.4	-2	0	101	-5	12	91	0.96
O=c1[nH]c(Cc2ccc(Cl)cc2)nc2ccccc12	1	-17	-0.3	8	-2	92	17	13	95	1.1
COc1ccc(C)cc1NC(=O)CCCN1C(=O)CCC1=O	1	13	nt	0	-1	100	-13	-6	107	1.4
CN(C(=S)NC(=O)c1ccc(Br)o1)c1ccccc1	1	9	1	-2	0	102	-9	0	104	1.3
CCOC(=O)C1=C(O)C(=O)NC(c2ccccc2)=C(OC2CCCCC2)C1	1.1	25	-0.0037	-5	-9	104	-25	-6	106	1.1
COc1ccccc1N1CCN(C(=O)c2c(-c3ccccc3)noc2C)CC1	1.1	-11	nt	3	-5	98	10	5	101	1.2
CC(C)Cn1c(-c2ccccc2F)n[nH]c1=S	1	-11	nt	-1	3	101	11	0	103	1
Fc1ccc(-c2nc3ccccn3c2NCc2ccc3c(c2)OCO3)cc1	1	-12	-0.18	-2	-2	103	12	5	100	1.1
CC1(C)CC(=O)C(C(=S)Nc2ccccc2)=C(NC2CC(C)(C)NC(C)(C)C2)C1	1	-8	-1.4	-3	-2	101	8	10	98	0.94
O=C(NCc1ccc(N2CCCC2=O)cc1)c1cccc(Cl)c1	1	-8	0.64	-6	0	103	8	0	104	1.1
O=C(NCc1ccccc1)c1ccc(N2C(=O)C3CCCCC3C2=O)cc1 (configuration not stated)	1	-1	nt	0	-1	100	1	10	94	1
O=C(NC1CC2CCCC(C1)N2CC(=O)N1CCCc2ccccc21)C1CCCCC1 (configuration not stated)	1.1	-27	nt	10	-6	91	27	-2	103	1
O=C1N/C(=C/c2ccc(N3CCCC3)cc2)C(=O)N1c1ccccc1	1	39	-0.04	-34	0	131*	-39	-2	104	1.6
OCCNc1ncnc2c1sc1nc(N3CCOCC3)c3c(c12)CCC3	1	-10	-0.58	-9	-3	110	10	25	82	0.54
O=C(O)C1SCCN1S(=O)(=O)c1ccc2ccccc2c1 (configuration not stated)	1	0	-0.054	4	-1	96	0	0	101	1.2
Cc1cc(C)nc(Sc2ccc(/C=C(\C#N)C(N)=O)o2)n1	1.1	-2	-0.23	-6	-6	105	2	-5	109	0.99
Cc1cc(C)nc(SCC(=O)Nc2ncc(Cc3ccc(Cl)c(Cl)c3)s2)n1	1	3	-0.38	0	-1	102	-3	2	97	1.6
Cc1ccc(P(=O)(OCCN2CCOCC2)C(C)(C)C)o1 (configuration not stated)	1.1	4	-0.017	2	-7	98	-4	6	98	1
COC(=O)N/N=C/c1ccc(-c2ccc(Cl)c(Cl)c2)o1	0.9	15	nt	-12	5	111	-15	-16	109	1.5
O=C(NCCn1cccc1)c1cccc2ccccc12	1	3	nt	-8	-1	107	-3	13	92	0.98
COC(=O)CN(n1cnnc1)S(=O)(=O)c1ccc(C)cc1	1	12	nt	-1	-4	101	-12	5	100	1.1
O=C(CCS(=O)(=O)Cc1ccccc1)NCc1ccco1	1.1	5	nt	-3	-6	102	-5	8	99	1.4
COc1cc(/C=C(\C#N)c2nc3ccccc3s2)ccc1OCC(=O)Nc1ccccc1	1	28	-0.41	-7	-1	109	-28	-23	116	1.3
C=C(C)C1CC=C(C)/C(=N/NC(=O)CCCNc2cccc(C)c2)C1 (configuration not stated)	1.1	4	1.1	-4	-9	102	-4	-2	106	1
COC(=O)/C=C/C(=O)NCc1ccco1	1.1	0	0.73	-8	-6	107	0	4	101	1.1
CCOc1ccc(NC(=O)N2CCC(c3nc4ccccc4[nH]3)CC2)cc1	1.1	4	0.98	-7	-5	105	-4	17	94	0.83
COc1ccc(N(C(=O)C(C)C)S(=O)(=O)c2cccc([N+](=O)[O-])c2)cc1	1.1	5	-0.76	7	-6	92	-5	9	102	1
COc1ccc(/C(O)=C2\C(=O)C(=O)N(c3cc(C)on3)C2c2ccc(OC)c(OC)c2)cc1OC (configuration not stated)	1.1	-1	0.024	-5	-6	104	1	-2	104	1.1
Cc1ccc2c(c1)N(CC(=O)N1CCc3ccccc3C1)C(=O)CO2	1	-1	-0.39	-3	-5	103	1	5	98	0.98
COc1ccc2c(c1)CCCC21SC(NC(C)=O)=NN1C(C)=O (configuration not stated)	1.1	12	-0.18	3	-8	95	-12	13	91	1.1
O=C(COC(=O)c1n[nH]c(=O)c2ccccc12)c1ccc(Br)cc1	0.9	-30	-0.64	-1	11	99	30	5	98	1.1
O=c1cc2c(nn1Cc1ccc(Cl)cc1Cl)-c1ccccc1CC2	1.1	nt	0.11	8	-6	93	nt	12	95	1.4
O=C(CCSc1nnc(-c2ccc(O)cc2)o1)N1CCOCC1	1	-4	-0.062	-3	3	102	4	-1	101	0.99

Quoted at random: 3 compounds from above.
SMILES	FLuc act counter	APP 5'UTR act	ROMK mod	STAT1 blocker	FLuc inh counter	STAT1 act	APP 5UTR inh	STAT3 inh	STAT3 act	NF-kB neuron act
COC(=O)/C=C/C(=O)NCc1ccco1	1.1	0	0.73	-8	-6	107	0	4	101	1.1
COc1ccc(/C(O)=C2\C(=O)C(=O)N(c3cc(C)on3)C2c2ccc(OC)c(OC)c2)cc1OC (configuration not stated)	1.1	-1	0.024	-5	-6	104	1	-2	104	1.1
O=C(COC(=O)c1n[nH]c(=O)c2ccccc12)c1ccc(Br)cc1	0.9	-30	-0.64	-1	11	99	30	5	98	1.1

Back to the main list, repeating the four entries before the break.
SMILES	FLuc act counter	APP 5'UTR act	ROMK mod	STAT1 blocker	FLuc inh counter	STAT1 act	APP 5UTR inh	STAT3 inh	STAT3 act	NF-kB neuron act
COc1ccc2c(c1)CCCC21SC(NC(C)=O)=NN1C(C)=O (configuration not stated)	1.1	12	-0.18	3	-8	95	-12	13	91	1.1
O=C(COC(=O)c1n[nH]c(=O)c2ccccc12)c1ccc(Br)cc1	0.9	-30	-0.64	-1	11	99	30	5	98	1.1
O=c1cc2c(nn1Cc1ccc(Cl)cc1Cl)-c1ccccc1CC2	1.1	nt	0.11	8	-6	93	nt	12	95	1.4
O=C(CCSc1nnc(-c2ccc(O)cc2)o1)N1CCOCC1	1	-4	-0.062	-3	3	102	4	-1	101	0.99
Cc1ccc(S(=O)(=O)/N=C(/Nc2ccc3[nH]c(=O)[nH]c3c2)c2ccccc2)cc1	1	-14	nt	-4	-5	102	14	4	100	1.1
OCC1(Cc2ccccc2)CCCN(C2CCCC2)C1 (configuration not stated)	1	-9	0.34	-3	-4	101	9	8	98	1.1
Brc1ccc(-c2nc3ncccn3c2Nc2ccc3c(c2)OCCO3)o1	1	-9	-1.4	-7	2	106	9	13	95	0.7
COC(=O)c1cc2ccsc2n1Cc1cc(=O)n2ccccc2n1	0.9	-8	-0.59	0	6	100	8	-9	114	0.87
CC(=O)Nc1ccc(C(=O)OCCC(C)C)cc1	1	6	nt	-32	-2	129*	-6	6	97	1.4
CCOC(=O)c1c(NC(=O)CSc2nnc3c(n2)[nH]c2ccc(F)cc23)sc(C(C)=O)c1C	1.1	0	nt	-2	-7	102	0	-5	105	1.1
O=C(C1CCC(=O)N1Cc1ccccc1Cl)N1CCN(c2ccc(F)cc2)CC1 (configuration not stated)	1	nt	nt	2	-4	98	nt	3	102	1.4
COc1cc2sc(C)nc2cc1C	1	8	1.5	4	-4	94	-8	23	83	1.4
N#Cc1c(-c2ccccc2)cc(-c2ccccc2)nc1SCc1nnc(-c2ccccc2)o1	1.1	-4	nt	1	-5	99	4	0	109	1.1
CCOc1ccc(NC(=S)N2CCC(N(C)CCN3CCOCC3)CC2)cc1	1.1	5	0.53	4	-8	96	-5	-5	102	1.3
CCN(c1ccccc1)S(=O)(=O)c1ccc(NC(=O)c2ccco2)cc1	1	-3	1.2	-6	-2	103	3	5	98	0.84
COc1ccccc1NC(=O)CCC(=O)OCc1cccc([N+](=O)[O-])c1	1.1	7	-0.29	-3	-9	101	-7	-1	104	1
O=[N+]([O-])c1ccc2c(c1)nc1n2CCN(CC2CCCO2)C1 (configuration not stated)	1	-5	-1	-12	-5	111	5	3	103	nt
O=C(Nc1cccc(-c2nnc(-c3ccco3)o2)c1)C(c1ccccc1)c1ccccc1	1.1	11	1.6	-12	-5	111	-11	31	79	0.58
CCCCCC1CC(CC(=O)NC(=S)Nc2ccc([N+](=O)[O-])cc2)C(=O)O1 (configuration not stated)	1.1	-12	-0.038	6	-5	95	12	0	102	1.1
O=C1N=C(N2CCOCC2)CS1	1.1	1	nt	-2	-6	102	-1	-4	106	0.85

Screens (PubChem)
